ABHD5 PLIN5 PPI: blocks binding of human ABHD5 to perilipin-5; Q00G26+Q8WTS1; Split G. princeps luciferase complementation, luminescence, 4 h; inhibition, % at 4 µM; 0.78% of 360,000 active;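 active means inhibition above the mean inhibition across every tested compound plus 3 SD, cut at about 22% in these data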;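 further: 0% = DMSO only wells and the 100% control is not disclosed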
Target sequence (Q00G26 whole entry, looked up): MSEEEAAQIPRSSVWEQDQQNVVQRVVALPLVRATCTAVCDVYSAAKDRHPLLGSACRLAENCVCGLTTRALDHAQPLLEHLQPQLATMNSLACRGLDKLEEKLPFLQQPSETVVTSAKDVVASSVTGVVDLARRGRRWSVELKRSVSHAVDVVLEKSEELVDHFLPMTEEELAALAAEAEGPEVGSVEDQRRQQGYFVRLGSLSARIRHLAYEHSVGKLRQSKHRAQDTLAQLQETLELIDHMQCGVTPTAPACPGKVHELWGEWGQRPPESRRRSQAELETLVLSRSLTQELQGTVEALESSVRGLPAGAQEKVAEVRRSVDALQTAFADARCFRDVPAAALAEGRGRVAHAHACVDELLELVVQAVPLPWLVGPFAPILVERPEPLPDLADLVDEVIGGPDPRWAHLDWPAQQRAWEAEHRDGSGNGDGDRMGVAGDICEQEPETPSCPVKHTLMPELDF
Target sequence (Q8WTS1 whole entry, looked up): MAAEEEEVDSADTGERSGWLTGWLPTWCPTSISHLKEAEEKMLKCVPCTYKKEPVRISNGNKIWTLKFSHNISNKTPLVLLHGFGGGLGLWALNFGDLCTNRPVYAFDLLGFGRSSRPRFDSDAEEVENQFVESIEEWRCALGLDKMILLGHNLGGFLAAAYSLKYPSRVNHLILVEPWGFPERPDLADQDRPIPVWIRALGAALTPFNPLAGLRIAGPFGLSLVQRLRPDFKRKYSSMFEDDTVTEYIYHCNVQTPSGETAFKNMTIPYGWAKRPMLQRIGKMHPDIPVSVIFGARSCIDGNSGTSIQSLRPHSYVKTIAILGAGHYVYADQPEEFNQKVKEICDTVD
hiPSC survival: increases survival of single human iPS cells | hiPSC single-cell survival, ATPlite luminescence; 100% = ROCK inhibitor wells, 0% = DMSO | survival enhancement, % at 20 µM | 0.044% of 360,000 active | AID 602274; in the data active means survival enhancement above about 18%;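 further: cells exposed to compounds for 16 hours before the ATP read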
aDG glyco act: alpha-DG glycosylation activation | Pro5-aDG cells, alpha-DG glycosylation AlphaScreen (IIH6); 0% Pro5, 100% B10-LARGE cell signal | activation, % at 10 µM | 0.22% of 360,000 active | AID 624168;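 active means activation of at least 8% versus controls, or a plate z-score of at least 8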;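 further: Pro5 are CHO cells carrying HIG-tagged alpha-DG that lacks glycosylation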
ABCB6 inh MLPCN: human ABCB6 transporter inhibition; Q9NP58; K562-ABCB6 porphyrin accumulation, flow cytometry, 1 h; stronger effect = lower value; fluorescence ratio to DMSO, % at 10 µM; 0.19% of 360,000 active; AID 602162;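 active means fluorescence ratio to DMSO below 75%, the collection mean minus 3 SD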;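 further: signal is porphyrin accumulated inside mitochondria; 100% equals median channel fluorescence of DMSO control wells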
MC4R barr agon: activates human MC4R beta-arrestin recruitment. P32245. U2OS MC4R beta-arrestin complementation, luminescence; percent of melanotan II response, DMSO zero. activation, % at 8.9 µM. 0.98% of 360,000 active;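 active means activation above a per-plate cutoff, the mean activation of sample wells on that plate plus 3 SD, cut at about 8% in these data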
MC4R antagonist: antagonists of human melanocortin 4 receptor (MC4R); inhibition, % at 6.5 µM; AID 540295; MC4R-expressing cells, MTII-stimulated cAMP, LANCE TR-FRET; 0.48% of 360,000 active; P32245;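 active means inhibition above its plate's cutoff, the mean of tested wells on that plate plus 3 SD, cut at about 29% in these data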;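 further: 0% = Melanotan II alone and 100% = Melanotan II plus saturating MCL0020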
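Material: U2OS-MC4R stable cell line | Reagent: Melanotan II challenge after compound preincubation | Doses: One concentration, 6.5 µM nominal | Incubation: 30-min compound preincubation, 1-h Melanotan II challenge, 1-h detection, room temperature | Signal: TR-FRET cAMP assay | Replicates: One well per compound, no replicates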
HTR2A ag: agonists of mouse serotonin 5-HT2A receptor (HTR2A). P35363. CHO-K1 mHTR2A beta-arrestin complementation, luminescence; percent of 30 µM serotonin response. activation, % at 7.6 µM. 0.66% of 360,000 active. AID 624169;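 active means activation above a run cutoff, the mean activation of all tested compounds plus 3 SD, cut at about 14% in these data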;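 further: 0% = plate median of compound wells and 100% = 30 µM serotonin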
Granule exo inh: blocks lytic granule exocytosis; AID 651702; 0.66% of 360,000 active; TALL-104 LAMP-1 surface exposure, flow cytometry; cells stimulated with thapsigargin and PMA; inhibition, % at 10 µM;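 active means inhibition above about 55%, limit read from the data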
H9c2 protect: myocardial damage modulation in H9c2 cells | H9c2 cardiomyocytes, H2O2 injury protection, ATPLite, 2 h | protection from H2O2 cell death, % at 20 µM | 0.63% of 360,000 active;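 active means compounds giving at least 50% protection of heart cells from peroxide-induced death in the single-dose screen, raw or plate-pattern-corrected value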;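 further: 0% = DMSO wells with peroxide and 100% = DMSO wells without peroxide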
Glyco luc inh: N-linked glycosylation inhibition. D54 ERlucT glycosylation luciferase reporter, 24 h; percent of 100 nM tunicamycin response. reporter increase, % at 12.5 µM. 0.23% of 360,000 active. AID 588692;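 active means mean luciferase reporter signal, scaled so untreated is 0 and the glycosylation-blocking control 100, at or above a set limit in every replicate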;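 further: luciferase carries N-glycosylation sites so blocking glycosylation raises the light; 0% = median of neutral control wells and 100% = median of 100 nM tunicamycin wells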
Numbers without * were called inactive; / = no result given.

SMILES | ABHD5 PLIN5 PPI | hiPSC survival | aDG glyco act | ABCB6 inh MLPCN | MC4R barr agon | MC4R antagonist | HTR2A ag | Granule exo inh | H9c2 protect | Glyco luc inh
O=C(O)c1cccc(NS(=O)(=O)c2ccc(Oc3ccc(S(=O)(=O)Nc4cccc(C(=O)O)c4)cc3)cc2)c1 | -3 | -0.3 | 0.2 | 102 | 0.1 | 4 | -1 | -6 | 6 | 0
COc1ccc(S(=O)(=O)N(C)c2ccc(C(=O)Nc3ccccc3C(=O)N3CCOCC3)cc2)cc1 | 4 | 0.1 | -0.9 | 96 | -1.0 | -1 | -2 | -7 | 11 | 2
Cc1ccccc1-c1ccc(/C=C2/SC(N3CCOCC3)=NC2=O)o1 | 0 | -0.9 | 0.1 | 98 | -2.1 | 7 | 21* | 20 | 3 | -6
O=C(OCCOc1ccc(F)cc1)c1ccc(S(=O)(=O)N2CCCC2)cc1 | 3 | -0.2 | 0.0 | 94 | -2.1 | 16 | -10 | 6 | 2 | 2
c1ccc(C2C3=C(CCCC3)Nc3ncnn32)cc1 (stereo unspecified) | 3 | 0.7 | 0.1 | 99 | 0.6 | 13 | -2 | -3 | -2 | 1
Cn1c(=O)c2[nH]c(NCC3CCCO3)nc2n(-c2ccccc2)c1=O (stereo unspecified) | 5 | 1.3 | 0.4 | 96 | 0.4 | 6 | -4 | -1 | 8 | 2
O=C(NCCO[N+](=O)[O-])c1cccnc1 | -3 | 0.0 | 0.0 | 93 | 0.2 | 8 | -2 | -3 | 11 | 2
COc1ccc(C(=O)NC2CCN(C(=S)Nc3ccc(C)c(C)c3)CC2)cc1 | 1 | -5.0 | 0.1 | 100 | -1.4 | -3 | 1 | 1 | 3 | -1
CN(CCc1nc2ccc(Cl)cc2[nH]1)Cc1nc(CC2CC2)no1 | -3 | -0.3 | 0.0 | 99 | -0.2 | 7 | -6 | 1 | 8 | 4
O=C1c2ccccc2NC(c2ccc(Cl)cc2Cl)N1Cc1ccccc1 (stereo unspecified) | -4 | -0.9 | 0.0 | 97 | -1.1 | 12 | -8 | 55 | -14 | -2
CN1CCN(S(=O)(=O)c2ccc(Sc3nc4ccccc4[nH]3)c3nsnc23)CC1 | 2 | -2.2 | 0.2 | 101 | -1.0 | 3 | -5 | -3 | 4 | -2
Cc1cc(C)c(OCC(=O)Nc2nnc(-c3ccco3)o2)c(C)c1 | -3 | 0.5 | 1.4 | 96 | -1.7 | -3 | 2 | -1 | -9 | 4
Cc1ccc2c(c1)N(CC(=O)N1CCCc3ccccc31)C(=O)CO2 | 2 | 4.8 | 0.2 | 95 | -1.0 | -4 | -1 | 0 | -1 | -1
O=C(c1ccc(N2CCOCC2)c([N+](=O)[O-])c1)N1CCN(c2ccccc2)CC1 | 9 | -0.1 | -0.1 | 99 | -0.8 | -2 | 2 | -5 | 4 | 0
COc1c(OC(C)=O)ccc(/C=C/c2ccc3cccc(OC)c3n2)c1[N+](=O)[O-] | -1 | 0.6 | 0.0 | 100 | -1.6 | 7 | 0 | -2 | 6 | 4
COc1ccc(/C=N/NC(=O)NC23CC4CC(CC(C4)C2)C3)c(OC)c1 | -11 | 0.9 | -0.1 | 97 | 1.3 | -4 | 2 | -9 | 4 | -1
CN(CC(=O)NCc1ccc(F)cc1)S(=O)(=O)c1ccc(Br)s1 | -3 | 0.7 | 0.1 | 93 | 1.8 | 7 | -7 | 6 | -1 | 3
Cc1nn(C(C)C(=O)NCCCc2ccccc2)c(=O)c2nn(-c3ccccc3)c(C)c12 (stereo unspecified) | 0 | -0.2 | 0.1 | 91 | -1.3 | 2 | -7 | -4 | 0 | -1
CCN1C(=O)CSc2ccc(C(=O)NCc3ccc(OC)cc3)cc21 | 6 | -1.9 | -0.2 | 99 | 1.1 | 6 | 4 | 0 | 5 | -2
Cc1ccc(S(=O)(=O)NC2CCCC2)cc1C | 0 | -0.9 | 0.7 | 95 | -1.0 | -2 | -4 | -2 | -4 | -1
Cc1ccc(-c2csc(=S)n2CC(=O)OCC(=O)NCc2ccco2)cc1 | 11 | -1.6 | 0.2 | 91 | -2.6 | 10 | 1 | -3 | -10 | 0
COc1ccc(C(=O)Nc2ccccc2C(=O)NC(Cc2c[nH]c3ccccc23)C(=O)O)cc1 (stereo unspecified) | 2 | -1.2 | 0.1 | 98 | -2.7 | -1 | 2 | 4 | 0 | 1
O=C(CSCc1ccc([N+](=O)[O-])cc1)N/N=C/c1cccnc1 | -8 | 1.2 | 0.3 | 104 | -1.4 | -4 | 1 | -2 | -6 | -3
Cc1ccc(C(C)C)c(OCC(=O)N/N=C/c2cccn2C)c1 | -2 | -0.5 | 0.6 | 89 | 2.9 | 0 | 1 | -1 | -8 | -2
CC1(C)Cc2ccccc2C(NNC(=O)c2ccc(Br)o2)=N1 | -4 | 0.3 | 0.0 | 101 | -1.9 | 3 | -4 | -6 | 5 | 2
COc1ccccc1CNC(=O)CCc1nnc2ccc(NCCCN3CCCC3=O)nn12 | 3 | 0.2 | -0.3 | 102 | -0.1 | -1 | 4 | 1 | 5 | 2
CN(Cc1ccccc1F)C(=O)CCCNC(=O)c1ccc(Cl)cc1 | 1 | -0.5 | 0.0 | 97 | -0.3 | 2 | 1 | 1 | -6 | -1
O=C(c1ncc[nH]1)c1ccccc1Cl | -5 | -0.4 | -0.1 | 99 | -0.4 | 3 | -4 | -3 | -1 | 0
COc1ccc(N2CCN(C(=O)C(=O)c3ccc(F)cc3)CC2)cc1 | 5 | / | 1.0 | / | / | / | 4 | -3 | / | /
CCCCn1c(N)c(N(CCOC)C(=O)c2cc(S(=O)(=O)N3CCCCC3)ccc2C)c(=O)[nH]c1=O | -7 | -0.6 | 0.1 | 101 | -0.2 | 0 | -4 | 1 | -2 | 3
CCCCNC(=O)C1C(c2ccc(C(F)(F)F)cc2)=Nc2ccccc2N1C(=O)c1cccc(C(F)(F)F)c1 (stereo unspecified) | -13 | / | -0.1 | / | / | / | -6 | -1 | / | /
Cc1cccc(NC(=S)N2CCOCC2)c1C | 4 | -1.4 | -0.2 | 99 | 0.6 | 10 | 4 | 25 | 8 | 0
Cc1nc(NC(=O)COc2ccccc2)sc1C(=O)Nc1ccccc1 | -3 | 2.9 | 0.0 | 105 | -0.9 | 9 | -2 | -3 | 10 | -2
COC(C(=O)Nc1ccnn1C1CCN(Cc2ccc(Cl)s2)CC1)c1ccccc1 (stereo unspecified) | 2 | 0.7 | 0.2 | 102 | 0.2 | 11 | 3 | -8 | -2 | -2
CS(=O)(=O)N1CCCC(c2nc(-c3ccc(S(=O)(=O)NCc4ccccc4)cc3)no2)C1 (stereo unspecified) | -4 | -0.4 | 3.8 | 99 | 2.3 | 10 | -2 | -2 | -16 | -9
CC(=O)NCCn1c(SCC(=O)NCCC2=CCCCC2)nc2ccccc2c1=O | 3 | -0.8 | -0.1 | 95 | -1.1 | 5 | 0 | -1 | 2 | 0
CC(C)C(NS(=O)(=O)c1cccc(C(F)(F)F)c1)C(=O)NCc1cccs1 (stereo unspecified) | 10 | -0.3 | 0.3 | 95 | -3.3 | -4 | -4 | 22 | 0 | -1
CCOc1ccccc1N(CC(=O)N1CCOCC1)S(=O)(=O)c1ccc(SC)cc1 | 9 | 3.2 | -0.1 | 98 | -0.6 | 6 | 2 | -2 | 13 | -1
COc1ccc([C@H]2C[C@H](n3cc(C4CC4)nn3)[C@@H](O)CN2CC2CCCCC2)cc1 | -13 | -0.8 | 0.8 | 104 | 1.5 | 1 | -5 | 2 | -17 | -3
CCc1ccc(/C=C(\Cl)c2nc3cc(Cl)ccc3c(=O)[nH]2)cc1 | -4 | -1.7 | -0.2 | 89 | -0.2 | 3 | 1 | 0 | 1 | 4
NC(=O)CC(NC(=O)c1ccc(Br)cc1)c1ccc(N2CCN(c3ccccn3)CC2)c([N+](=O)[O-])c1 (stereo unspecified) | -4 | -2.7 | -0.1 | 98 | -1.5 | 0 | -6 | 65* | -9 | 2
COc1ccc(/C=C2\SC(=S)N(CCC(=O)NCCCn3ccnc3)C2=O)cc1 | 1 | 0.1 | 0.7 | 101 | -4.3 | -12 | -1 | -2 | -10 | 2
Cc1cccc(N)c1SC1CCCCC1O (stereo unspecified) | 2 | -0.5 | -0.1 | 89 | -2.0 | -5 | 0 | 0 | 4 | 2
CC1(C)CC(=O)C2=C(C1)N1C(=C(C#N)C2c2ccccc2Cl)N=C(N)c2ccccc21 (stereo unspecified) | 1 | -0.3 | -0.1 | 100 | -2.0 | 6 | -4 | 4 | 11 | 1
C=CCC[C@H](Cc1ccc(F)cc1)C(=O)OC[C@H](Cc1c[nH]c2ccccc12)NC(=O)[C@@H](CC=C)CC(=O)NCCO | -2 | 3.4 | 0.1 | 99 | -1.0 | 11 | -4 | 0 | 25 | -1
C[C@@H]1CN([C@H](C)CO)C(=O)c2cc(C3=CCCCC3)cnc2O[C@@H]1CN(C)Cc1ccccc1C(=O)O | 10 | -1.6 | -0.1 | 98 | -1.1 | 10 | 1 | -5 | -2 | 1
O=Nc1c(-c2c(O)[nH]c3cc(Br)ccc23)[nH]c2ccccc12 | 3 | -3.7 | -0.5 | 183 | 14* | 62* | -5 | 27 | -30 | -1

High-throughput results from PubChem.
